KCNH2 WT inh: KCNH2 (human, wildtype) channel inhibition | U2OS, BacMam KCNH2, thallium flux FluxOr; hits give low values | AID 720551 | activity change, % at 1.84 µM | hit rate 0.37% among 340,000;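 active means maximum activity change below -70%; inconclusive means maximum activity change between -70% and -50%; inactive means maximum activity change above -50%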; further: on the % scale 0 is the no-effect control and ±100 the full control effect
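U2OS cells transduced with wild-type KCNH2 virus are loaded with FluxOr dye for 45 min, and thallium flux is measured in kinetic reads before and after stimulation buffer. Rate constants are normalized to DMSO controls.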
FBPA coupling cs: coupling enzyme interference in Giardia aldolase counter-screen; coupling enzyme system counterscreen, AmpLite Red fluorescence; activity change, negative = inhibition, % at 58.2 µM, hits read low; hit rate 0.67% among 290,000; in the data active means activity change below about -30%; further: on the % scale 0 is the no-effect control and ±100 the full control effect
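Final compound at 57.5 uM, incubated 10 min at RT with coupling enzyme reagent (glyceraldehyde-3-phosphate), then 20 min with substrate and AmpLite Red detection. Fluorescence read at 525/598 nm; tests interference with the coupling assay, not aldolase inhibition.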
TRPV1 ag: human TRPV1 agonism; Q8NER1; activation, % at 8.33 µM; TRPV1-expressing cells, Fluo-8 calcium influx, agonist mode; hit rate 0.19% among 320,000; AID 540275; in the data active means activation above about 80%; inconclusive means between about 30% and that limit; further: 0% is about no effect
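TRPV1-expressing cells were cultured overnight at 35.5C and loaded with Fluo-8 calcium dye for 40 to 90 min at room temperature. After a 10 s baseline, compound was added and calcium influx was read kinetically for 3 min (ex 480/em 520 nm).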
PKM2 activator: increases activity of human pyruvate kinase M2; hit rate 0.34% among 260,000; Potency, µM (highest dose often 57.5 µM), inactives show at the highest dose activation, hits mostly activators; purified PKM2, Kinase-Glo ATP luminescence, activation; response scale: 0% is enzyme alone, no compound; P14618; further: potency means the concentration at half of the fitted maximal effect; on the % scale 0 is the no-effect control and ±100 the full control effect; nearly all actives have a fitted effect of over 55% in size
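ATP formation by purified human PK-M2, quantified via coupled luciferase luminescence after 1 h at room temperature with 0.1 mM ADP and 0.5 mM PEP final.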
USP2a block: inhibitors of human ubiquitin-specific protease USP2a; O75604; USP2 core, Ub-CHOP2 coupled fluorogenic reporter, 485/531; Potency, µM (doses to about 38.3 µM), for inactives: top-dose activity change, negative = inhibition, actives largely listed as inhibitors; hit rate 0.01% among 330,000; AID 463254;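 further: potency means the concentration at half of the fitted maximal effect; plate controls were DMSO wells for no effect and full inhibition by NEM control for full effect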
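USP2 core (10nM final) preincubated 30min RT with compound in 20mM Tris-HCl pH 8.0, 2mM CaCl2, 2mM beta-mercaptoethanol, 0.05% CHAPS; 25nM Ub-CHOP2 plus 25nM reporter substrate added, fluorescence (Ex485/Em531) read after 60min.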
GALK inh: inhibitors of human galactokinase. Purified GALK, Kinase-Glo residual ATP luminescence. hit rate 0.007% among 270,000. Potency, µM (series often up to 57.5 µM), inactives show at the top dose activity change, negative = inhibition, hits mostly inhibitors; further: potency means the concentration at half of the fitted maximal effect; on the % scale 0 is the no-effect control and ±100 the full control effect
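GALK at 5 nM final was combined with compound, 35 uM ATP and 100 uM galactose in HEPES pH8.0 with MgCl2 and DTT. The reaction ran one hour at room temperature before luminescent ATP detection.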
KCNH2 3.1 inh: blocks the human KCNH2 3.1 channel isoform | U2OS KCNH2 3.1, thallium flux FluxOr; hits give low values | activity change, % (tested at about 1.8 µM) | AID 720553 | hit rate 0.95% among 340,000;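 active means maximum activity change below -70%; inconclusive means maximum activity change from -70% to -50%; inactive means maximum activity change above -50%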;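 further: thallium influx rate constant from kinetic fluorescence after stimulation buffer; on the % scale 0 is the no-effect control and ±100 the full control effect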
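U2OS cells transduced with KCNH2 3.1 mutant virus (1.77 x 10^8 /mL, 4 h), plated overnight at 37 C, loaded 45 min with FluxOr dye plus Red40 quencher. Thallium flux rate constant from kinetic reads after stimulation buffer, normalised to controls.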
Giardia killer: kills Giardia lamblia. Giardia lamblia trophozoite viability. activity change, % at 7.66 µM, hits read low. hit rate 0.15% among 340,000. AID 540267; in the data active means activity change below about -80%; inconclusive means between about -30% and that limit;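 further: parasites exposed to compound for two days anaerobically before the ATP read; on the % scale 0 is the no-effect control and ±100 the full control effect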
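Luminescence from cellular ATP indicates surviving trophozoites (100 cells/well) following 48 hrs anaerobic compound treatment at 37 deg C; signal develops 15-30 min at room temperature.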
Menin MLL FP TR: menin-MLL binding inhibition, Texas Red mutant peptide | O00255 | Menin + Texas Red MLL mutant peptide, fluorescence polarization | Potency, µM (highest dose often 61.6 µM), for the others: at the highest dose FP activity change, negative = inhibition, usual class: inhibitors | hit rate 0.23% among 270,000; active means well fitted inhibition curve with a large enough effect in the polarisation, with a control signal flat, not every such curve was filed as active; inconclusive means small, poorly fitted or top-dose-only effect, or effect the other way, or a change in a side signal; inactive means no such curve, though single readings can be large or run the other way; the % refers to the polarisation; further: potency means the concentration at half of the fitted maximal effect; % of control where 0% means no effect; many of its hits are not listed in these tables
B2AR arrestin: beta2AR (human) beta-arrestin recruitment activity; beta-arrestin recruitment to beta2AR, cell-based reporter; Potency, µM (highest dose often 46.1 µM), without a hit: at the highest dose activation, usual class: activators; hit rate 0.02% among 330,000;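 further: potency means the concentration at half of the fitted maximal effect; 0% = DMSO controls and full agonism = EC100 isoproterenol or metaproterenol; nearly all actives have a fitted effect of over 65% in size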
MLL CXXC-DNA inh: blocks binding of human MLL CXXC domain to DNA; MLL-CXXC / FITC-HOXA9 DNA fluorescence polarization; Potency, µM (titrated, usually from 115 µM), for inactives: top-dose activity change, negative = inhibition, most hits filed as inhibitors; AID 2662; Q03164; hit rate 0.037% among 290,000; active means well fitted inhibition curve with a large enough effect in the polarisation, with a control signal flat, not every such curve was filed as active; inconclusive means small, poorly fitted or top-dose-only effect, or effect the other way, or a change in a side signal; inactive means no such curve, though single readings can be large or run the other way; the % refers to the polarisation; further: potency means the concentration at half of the fitted maximal effect
Target sequence (Q03164 whole entry, looked up, the tested form may be a part): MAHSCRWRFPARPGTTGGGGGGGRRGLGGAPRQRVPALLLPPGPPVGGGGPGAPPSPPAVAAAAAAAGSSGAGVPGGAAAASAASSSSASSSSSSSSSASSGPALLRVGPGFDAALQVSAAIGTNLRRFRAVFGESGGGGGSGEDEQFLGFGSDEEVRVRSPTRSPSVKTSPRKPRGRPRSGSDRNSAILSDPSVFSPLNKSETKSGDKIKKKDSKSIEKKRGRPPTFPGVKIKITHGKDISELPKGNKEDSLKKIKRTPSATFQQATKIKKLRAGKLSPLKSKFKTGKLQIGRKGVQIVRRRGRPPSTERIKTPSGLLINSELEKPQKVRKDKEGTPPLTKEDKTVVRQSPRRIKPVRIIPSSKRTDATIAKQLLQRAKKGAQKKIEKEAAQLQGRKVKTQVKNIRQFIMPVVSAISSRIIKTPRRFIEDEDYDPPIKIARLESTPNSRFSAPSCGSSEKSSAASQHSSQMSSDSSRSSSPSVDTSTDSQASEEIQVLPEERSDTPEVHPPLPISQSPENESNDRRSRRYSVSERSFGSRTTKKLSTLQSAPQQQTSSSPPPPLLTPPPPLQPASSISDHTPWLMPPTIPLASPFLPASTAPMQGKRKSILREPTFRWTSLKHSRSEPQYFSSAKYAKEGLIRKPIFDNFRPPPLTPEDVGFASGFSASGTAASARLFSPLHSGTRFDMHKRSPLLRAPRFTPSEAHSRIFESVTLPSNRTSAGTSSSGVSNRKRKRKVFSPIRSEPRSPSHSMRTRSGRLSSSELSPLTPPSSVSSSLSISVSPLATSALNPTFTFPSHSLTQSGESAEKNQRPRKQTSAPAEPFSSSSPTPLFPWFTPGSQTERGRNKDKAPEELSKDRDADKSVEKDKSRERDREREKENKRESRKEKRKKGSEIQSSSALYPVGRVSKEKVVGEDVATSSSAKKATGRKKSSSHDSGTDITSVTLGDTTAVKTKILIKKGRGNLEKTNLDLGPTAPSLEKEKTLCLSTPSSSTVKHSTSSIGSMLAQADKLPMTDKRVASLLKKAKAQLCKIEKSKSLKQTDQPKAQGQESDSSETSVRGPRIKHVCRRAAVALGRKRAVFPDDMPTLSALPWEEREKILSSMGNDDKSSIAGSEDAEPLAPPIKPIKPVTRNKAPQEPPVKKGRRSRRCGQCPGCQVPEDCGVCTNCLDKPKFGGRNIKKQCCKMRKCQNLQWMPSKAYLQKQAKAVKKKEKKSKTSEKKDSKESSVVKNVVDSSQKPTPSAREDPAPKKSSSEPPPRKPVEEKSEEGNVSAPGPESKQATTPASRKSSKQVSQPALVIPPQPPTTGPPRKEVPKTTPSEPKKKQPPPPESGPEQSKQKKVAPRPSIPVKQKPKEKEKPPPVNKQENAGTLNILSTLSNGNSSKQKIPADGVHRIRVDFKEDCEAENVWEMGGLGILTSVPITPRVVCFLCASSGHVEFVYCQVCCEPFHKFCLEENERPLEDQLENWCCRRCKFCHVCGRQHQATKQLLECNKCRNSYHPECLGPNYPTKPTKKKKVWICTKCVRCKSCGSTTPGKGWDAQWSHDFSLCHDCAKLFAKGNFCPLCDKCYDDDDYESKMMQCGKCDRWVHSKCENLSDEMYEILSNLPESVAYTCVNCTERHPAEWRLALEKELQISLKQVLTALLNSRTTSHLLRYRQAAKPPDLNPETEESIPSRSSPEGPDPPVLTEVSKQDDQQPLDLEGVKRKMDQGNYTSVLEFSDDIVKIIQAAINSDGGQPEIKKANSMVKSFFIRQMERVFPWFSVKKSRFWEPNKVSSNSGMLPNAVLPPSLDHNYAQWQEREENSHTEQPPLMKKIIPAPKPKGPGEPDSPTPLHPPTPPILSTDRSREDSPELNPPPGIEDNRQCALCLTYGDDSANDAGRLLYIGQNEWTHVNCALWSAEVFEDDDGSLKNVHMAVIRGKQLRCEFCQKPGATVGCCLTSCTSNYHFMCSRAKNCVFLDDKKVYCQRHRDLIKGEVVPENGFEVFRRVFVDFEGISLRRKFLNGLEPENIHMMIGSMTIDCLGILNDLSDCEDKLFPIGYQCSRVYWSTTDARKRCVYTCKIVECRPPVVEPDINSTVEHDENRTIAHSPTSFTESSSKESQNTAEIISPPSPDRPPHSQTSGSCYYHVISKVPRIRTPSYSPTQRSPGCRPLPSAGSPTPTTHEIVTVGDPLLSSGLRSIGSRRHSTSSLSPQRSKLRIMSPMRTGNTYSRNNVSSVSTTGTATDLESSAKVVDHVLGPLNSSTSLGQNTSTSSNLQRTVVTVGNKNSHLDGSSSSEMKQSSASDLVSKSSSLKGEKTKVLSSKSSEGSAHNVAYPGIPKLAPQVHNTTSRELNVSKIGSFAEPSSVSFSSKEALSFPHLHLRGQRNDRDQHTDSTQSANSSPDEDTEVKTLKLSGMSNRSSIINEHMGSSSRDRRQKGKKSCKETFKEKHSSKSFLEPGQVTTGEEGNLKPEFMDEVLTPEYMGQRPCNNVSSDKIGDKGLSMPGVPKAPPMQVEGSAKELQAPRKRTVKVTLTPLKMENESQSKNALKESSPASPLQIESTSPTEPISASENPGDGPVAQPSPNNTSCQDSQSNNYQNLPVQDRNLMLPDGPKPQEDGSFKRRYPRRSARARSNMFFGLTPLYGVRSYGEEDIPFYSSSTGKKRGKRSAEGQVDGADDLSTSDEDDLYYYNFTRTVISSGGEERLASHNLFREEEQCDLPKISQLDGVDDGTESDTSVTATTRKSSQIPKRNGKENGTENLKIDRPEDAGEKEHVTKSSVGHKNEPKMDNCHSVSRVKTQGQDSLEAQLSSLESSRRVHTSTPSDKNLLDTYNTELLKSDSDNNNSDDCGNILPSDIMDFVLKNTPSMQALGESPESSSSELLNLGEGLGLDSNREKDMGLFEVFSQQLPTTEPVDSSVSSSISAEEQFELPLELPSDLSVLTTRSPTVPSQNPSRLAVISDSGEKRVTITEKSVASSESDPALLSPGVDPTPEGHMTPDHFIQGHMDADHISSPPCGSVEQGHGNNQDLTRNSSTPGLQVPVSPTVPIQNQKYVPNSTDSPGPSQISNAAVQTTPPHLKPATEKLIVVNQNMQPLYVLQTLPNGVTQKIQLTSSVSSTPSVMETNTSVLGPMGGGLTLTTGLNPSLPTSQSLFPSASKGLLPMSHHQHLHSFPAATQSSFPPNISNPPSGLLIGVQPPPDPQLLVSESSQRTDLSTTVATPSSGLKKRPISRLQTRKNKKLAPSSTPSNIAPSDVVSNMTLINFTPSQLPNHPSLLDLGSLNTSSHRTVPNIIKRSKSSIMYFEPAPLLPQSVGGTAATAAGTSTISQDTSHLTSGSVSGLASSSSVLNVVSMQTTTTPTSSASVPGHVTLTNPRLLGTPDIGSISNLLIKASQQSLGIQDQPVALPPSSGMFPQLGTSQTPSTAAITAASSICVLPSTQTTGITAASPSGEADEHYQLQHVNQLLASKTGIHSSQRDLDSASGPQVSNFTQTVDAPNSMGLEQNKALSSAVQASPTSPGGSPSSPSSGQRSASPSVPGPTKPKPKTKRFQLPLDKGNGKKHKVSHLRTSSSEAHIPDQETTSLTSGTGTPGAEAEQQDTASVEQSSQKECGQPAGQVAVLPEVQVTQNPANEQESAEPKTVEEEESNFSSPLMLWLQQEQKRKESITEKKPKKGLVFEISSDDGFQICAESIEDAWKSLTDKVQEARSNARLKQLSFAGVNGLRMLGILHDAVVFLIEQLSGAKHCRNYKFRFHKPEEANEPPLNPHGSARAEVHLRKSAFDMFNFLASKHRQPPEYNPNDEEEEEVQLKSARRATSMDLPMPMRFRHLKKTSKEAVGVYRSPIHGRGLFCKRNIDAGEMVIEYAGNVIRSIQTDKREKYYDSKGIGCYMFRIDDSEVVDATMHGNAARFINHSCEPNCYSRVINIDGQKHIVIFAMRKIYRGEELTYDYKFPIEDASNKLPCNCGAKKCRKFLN
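Steps: dispense CXXC domain solution (7 uM) → pin compounds or unlabeled HOX-A9 DNA control → 5 min ambient → add FLSN-HOX-A9 solution (50 nM) → spin → 30 min ambient → fluorescence polarization. Tris pH 7.5/NaCl/DTT/BSA buffer.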
* hit, by the source's call; i = inactive; u = inconclusive; x = not tested or not shown; [ ] = another dose, or the depositor's remark. Unless noted, the call rests on the fitted dose curve; in most records, active means well fitted curve in the direction sought with a large enough effect; inconclusive means small, poorly fitted or top-dose-only effect, or another doubt; inactive means no such curve, though single readings can be large; an effect the other way counts as inactive or inconclusive.

smiles | USP2a block | KCNH2 WT inh | Giardia killer | MLL CXXC-DNA inh | FBPA coupling cs | PKM2 activator | B2AR arrestin | TRPV1 ag | KCNH2 3.1 inh | Menin MLL FP TR | GALK inh
COc1ccc(C(=O)Nc2ccc(Cl)cn2)cc1Cl | 0.4% | 2.5 | -7.5 | -2.2% | -11.2 | -4.8% | 0.1% | x | 1.3 | x | -2.1%
Cc1cccc(NC(=O)CSc2cccc[n+]2[O-])c1C | 0.2% | 0.6 | 5.5 | x | x | x | 0.1% | x | 0.4 | x | x
CCOC(=O)C1=C(O)CSC1=Nc1cccc(Cl)c1 | 0.9% | -7.6 | -3.5 | -1.7% | 1.6 | -25.5% | 0.2% | 27.0 | -4.4 | -9.6% | 4.7%
O=C(O)CNC(=O)C(Cc1ccccc1)NC(=O)OCc1ccccc1 (stereo not given) | 0.6% | -4.6 | 1.6 | 2.4% | 3.2 | 3.5% | 0.2% | 2.9 | 11.4 | -7.7% | 0.3%
O=C(NC1CCS(=O)(=O)C1)c1ccc(S(=O)(=O)N2CCCC2)cc1 (stereo not given) | 1.3% | -8.3 | 11.8 | -10.7% | 3.2 | 2.9% | 1.1% | 0.0 | 26.2 | -1.3% | 2.1%
CCCCNC(=S)N=Nc1c(O)[nH]c2ccccc12 | 6.0% | i | 32.4[activator] | -5.4% | -2.8 | 0.6% | 11.4% | 2.5 | 5.2 | u | -2.3%
CCOc1ccc(N(CC(=O)Nc2ccccc2OCC)S(=O)(=O)c2c(C)noc2C)cc1 | 1.6% | -16.6 | 3.9 | -0.2% | x | x | 0.0% | 12.9 | -16.0 | x | -3.0%
COc1ccccc1N1CCN(/N=C/C(Cl)=C/c2ccccc2)CC1 | 2.3% | -1.1 | -3.9 | -4.4% | 0.6 | -4.7% | 0.0% | -2.2 | -7.9 | x | -0.7%
CC(=O)c1ccc(NC(=S)NC(=O)CC(C)C)cc1 | 7.2% | -3.1 | 17.2 | 8.4% | -1.3 | -0.2% | -0.6% | 2.6 | 6.5 | -1.2% | 0.6%
COc1cc(/C=N\NC(=O)CNC(=O)C2COc3ccccc3O2)ccc1O (stereo not given) | 2.1% | 1.0 | -18.7 | -8.3% | 2.0 | 0.2% | 0.0% | 0.2 | -17.9 | 2.5% | 1.3%
C/C(=N\Nc1ccc(F)cc1F)c1cccs1 | 2.5% | x | x | 8.2% | 0.6 | -6.4% | 0.0% | 5.9 | x | u | 10.3%
COc1ccc(S(=O)(=O)N2CCC(C(=O)NCc3ccc(C)cc3)CC2)cc1 | 1.9% | 9.3 | 9.5 | 19.3% | -0.3 | x | -0.2% | 3.3 | -3.0 | x | 4.1%
COc1ccc(CN2CCN(C(=O)CN3C(=O)C4C5C=CC(C5)C4C3=O)CC2)c(OC)c1OC (stereo not given) | 3.3% | 2.3 | 14.1 | -4.0% | 0.0 | 5.4% | 0.0% | -3.8 | -0.4 | 2.2% | -1.7%
O=C(CCC(=O)N1CCN(c2ccccc2F)CC1)N1CCN(c2ccccc2)CC1 | 1.0% | -14.1 | -8.0 | 1.6% | 2.3 | -6.9% | -0.3% | -0.1 | -3.0 | -20.9% | 5.9%
NC(=O)c1ccc(N2CCN(c3ccccc3F)CC2)c([N+](=O)[O-])c1 | -1.1% | 2.1 | 15.4 | 4.6% | 0.6 | -0.3% | 0.0% | 3.2 | -15.1 | -0.4% | -0.7%
CC(C)COc1ccc(C(=O)NC(CC(C)C)C(=O)O)cc1 (stereo not given) | 3.5% | 0.4 | 2.9 | 15.4% | 5.6 | -1.9% | -0.7% | 6.4 | -2.5 | 2.6% | 3.5%
COc1ccc(NC(=O)CSc2nncc3ccccc23)cc1 | 0.1% | -11.1 | -0.4 | 0.2% | 1.5 | x | 0.1% | 4.3 | -4.9 | -0.6% | 1.8%
CC(NC(N)=O)C(=O)OCc1ccc(Cl)cc1Cl (stereo not given) | 4.6% | -10.1 | 30.5[activator] | -12.7% | -0.8 | 0.1% | -0.8% | -2.1 | -6.7 | -9.8% | -0.2%
O=C1CCCc2c1cnc1ncnn21 | 4.5% | -17.0 | -7.0 | -5.0% | -16.5 | -7.8% | 1.0% | 1.4 | -7.0 | 0.4% | 2.5%
CC(C)(O)C#Cc1ccc(C(=O)N2CCCC(CNS(=O)(=O)c3cccs3)C2)o1 (stereo not given) | 4.9% | -5.1 | 3.1 | 23.5% | x | x | -0.8% | -5.8 | 8.0 | x | -3.3%
COC(=O)c1cccc2c1NC(=O)C2=O | -1.9% | -7.4 | -28.8 | 7.4% | -18.1 | 4.7% | -0.2% | 0.4 | 3.7 | x | -1.1%
O=c1c(N2CCCCC2)coc2ccccc12 | -2.3% | -0.4 | -4.5 | 4.2% | 3.8 | 0.2% | -1.0% | 1.7 | 11.9 | x | -2.0%
Cc1cc(SCC(=O)NC2CCCCC2)nc2ccccc12 | u | -5.3 | 5.3 | 2.0% | 13.4 | 5.1% | -0.1% | u | 4.1 | -19.4% | 2.9%
O=C(NCC1CCCO1)c1ccc(CS(=O)(=O)c2ccc(Cl)cc2)o1 (stereo not given) | 4.0% | 5.1 | -11.4 | u | -1.5 | -1.3% | -0.1% | -0.8 | 3.7 | 3.4% | -0.9%
CCCCCCOc1ccc(/C=c2\s/c(=C(/C#N)C(=O)NCc3ccco3)n(-c3ccccc3)c2=O)cc1 | 3.5% | 0.0 | 0.3 | 9.8% | -0.2 | -1.2% | 3.3% | 2.8 | -9.9 | -7.9% | -2.2%
Fc1ccc(Cn2nnnc2C(c2cccs2)N2CCN(C3CCCCC3)CC2)cc1 (stereo not given) | -0.7% | 45.2 | -5.9 | -8.1% | 0.0 | -5.5% | -0.1% | 8.8 | -9.6 | u | 2.0%
CCOc1ccccc1C1CC(=O)Nc2cc3c(cc21)OCCO3 (stereo not given) | 1.0% | -22.9 | 27.0 | 1.9% | -9.2 | -0.8% | 0.2% | x | 2.2 | -11.2%[11.7 µM] | -0.5%
CCCn1c(=O)c2c(nc3n2CCCN3CCc2ccccc2)n(C)c1=O | -0.7% | -0.7 | -8.6 | -1.1% | 1.8 | x | -0.5% | 9.2 | 4.7 | u | x
COc1ccc(C)cc1NC(=S)N1CCN(S(C)(=O)=O)CC1 | 2.8% | 5.8 | -8.4 | 9.5% | 1.2 | -3.0% | 0.0% | -1.5 | 2.0 | -0.9% | 0.1%
O=C(Nc1ccc(F)cc1F)c1ccccc1NC(=O)C1CC=CCC1C(=O)O (stereo not given) | 2.2% | -7.4 | 19.2 | 6.0% | x | x | 0.1% | -0.3 | -4.0 | x | -0.9%
CCCOc1ccc(-c2c(C(=O)N/N=C(\C)c3cccnc3)nnn2-c2nonc2N)cc1 | -0.3% | 6.0 | 42.7[activator] | -2.0% | x | x | 0.0% | -1.0 | 8.0 | x | 1.1%
COC(=O)c1ccc(C2C(C(=O)OC(C)C)=C(C)N=C3SCCC(=O)N32)cc1 (stereo not given) | 1.6% | x | x | 3.0% | 5.5 | -0.4% | 0.2% | -0.1 | x | 3.3% | 2.8%
O=C(CSc1nncs1)N1CCN(C(=O)c2ccco2)CC1 | -0.4% | 8.5 | 6.5 | x | x | x | 0.3% | -3.4 | 2.3 | x | x
COc1cc(OC)c(C(=O)NCC(c2cccs2)N(C)C)cc1OC (stereo not given) | 0.0% | x | x | 0.5% | -1.4 | 0.4% | 0.3% | -1.0 | x | -12.6% | 11.5%
Cc1ccccc1C(=O)N1CCC(C(=O)Nc2sccc2C(N)=O)CC1 | 2.3% | 1.7 | -14.2 | x | x | x | -0.2% | 2.1 | -24.7 | x | x
O=C(O)c1ccc(NC2=C/C(=N/S(=O)(=O)c3ccccc3)c3ccccc3C2=O)cc1 | 3.7% | -12.5 | -4.0 | u | -46.7* | -13.6% | -0.1% | 0.5 | -4.7 | u | u
CCCCOc1cccc(C(=O)NC(=S)Nc2cccc(C(F)(F)F)c2)c1 | -0.6% | -8.6 | 16.8 | 7.2% | -4.3 | -3.8% | -0.8% | 4.5 | -8.8 | 0.3% | 1.3%
O=C(COc1ccccc1)NS(=O)(=O)c1ccc(Cl)cc1 | 2.7% | 2.4 | 22.3 | -6.2% | x | -1.3% | 0.4% | -1.3 | -4.6 | x | -13.4%
CC(C)CNC(=O)CSc1n[nH]c(=O)n1CCc1ccccc1 | -0.1% | -2.8 | -14.8 | -3.0% | -1.1 | x | 0.1% | -5.6 | -2.9 | u | 2.0%
CCOC(=O)c1c(NC(NC(C)=O)C(Cl)(Cl)Cl)sc2c1CCCC2 (stereo not given) | -9.6% | -6.4 | 4.8 | 8.3% | 0.2 | 0.5% | 0.2% | u | -6.2 | -17.5% | 0.3%

This is a subset, so the mix of outcomes need not match the whole.
